# PrPC TRFRET – inhibitors of human cell surface prion protein PrPC | hit rate 0.43% among 370,000 | inhibition, % at 13.8 µM | TR-FRET read-out | P04156; in the data active means inhibition above about 24%; further: 0% = median of the test wells and 100% = reference compound wells
# CCHFV vOTU inh – blocks the CCHF virus ovarian tumor domain protease; inhibition, % at 11.5 µM; hit rate 0.55% among 370,000; CCHFV vOTU protease, Pep-AMC fluorescence; further: 0% = vehicle wells with enzyme and 100% = no enzyme wells
# Mtb UGM inh – blocks M. tuberculosis UGM enzyme; P9WIQ1; purified UGM, fluorescence polarization probe displacement; inhibition, % at 10 µM; hit rate 0.06% among 320,000; AID 504406; in the data active means inhibition above about 10%, passing the limit was not always enough; inconclusive means no clear call, values can overlap the other calls
# Target sequence (P9WIQ1 whole entry, looked up): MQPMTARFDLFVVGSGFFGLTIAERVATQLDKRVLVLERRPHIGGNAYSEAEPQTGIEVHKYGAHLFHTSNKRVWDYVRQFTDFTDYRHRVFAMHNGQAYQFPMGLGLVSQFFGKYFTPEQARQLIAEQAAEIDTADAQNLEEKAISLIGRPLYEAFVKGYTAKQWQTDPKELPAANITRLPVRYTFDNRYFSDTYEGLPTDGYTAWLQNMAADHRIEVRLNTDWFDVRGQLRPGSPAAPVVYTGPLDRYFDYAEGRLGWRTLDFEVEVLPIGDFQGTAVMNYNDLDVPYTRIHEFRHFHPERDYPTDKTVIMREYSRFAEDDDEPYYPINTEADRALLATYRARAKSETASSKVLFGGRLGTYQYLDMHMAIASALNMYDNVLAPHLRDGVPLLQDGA
# Mtb FBA inh – inhibits M. tuberculosis FBA enzyme; hit rate 2.3% among 360,000; AID 588726; purified M. tuberculosis FBA, fluorescence read-out; inhibition, % at 1 µM; in the data active means inhibition above about 27%;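 further: 0% = vehicle and 100% = reference inhibitor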
# Target sequence (P9WQA3 whole entry, looked up): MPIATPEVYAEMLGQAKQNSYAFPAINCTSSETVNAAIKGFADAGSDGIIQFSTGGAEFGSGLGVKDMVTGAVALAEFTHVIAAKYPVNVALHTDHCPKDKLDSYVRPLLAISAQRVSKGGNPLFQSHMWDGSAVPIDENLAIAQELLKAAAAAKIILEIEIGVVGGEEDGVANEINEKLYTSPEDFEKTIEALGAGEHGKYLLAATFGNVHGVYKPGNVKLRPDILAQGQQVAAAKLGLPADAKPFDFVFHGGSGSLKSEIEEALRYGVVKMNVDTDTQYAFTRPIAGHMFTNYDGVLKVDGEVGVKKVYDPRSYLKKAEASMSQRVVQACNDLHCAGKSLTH
# Mtb BioA inh – BioA (M. tuberculosis) enzyme inhibition; purified M. tuberculosis BioA enzyme, plate reader; inhibition, % at 9.99 µM; hit rate 0.096% among 360,000; AID 602481; in the data active means inhibition above about 40%; inconclusive means no clear call, values can overlap the other calls
# FadD28 binding – blocks FadD28 binding to the bisubstrate probe | fluorescence polarization | inhibition, % at 12.5 µM | hit rate 0.22% among 360,000 | AID 588549; in the data active means inhibition above about 8.5%, passing the limit was not always enough; inconclusive means no clear call, values can overlap the other calls
# BoNT A protease – inhibitors of Botulinum neurotoxin A light chain protease; multiplex microsphere protease substrate cleavage, flow cytometry; inhibition, % at 10 µM; hit rate 0.17% among 360,000; in the data active means inhibition above about 30%; inconclusive means no clear call, values can overlap the other calls; further: plate controls were buffer without enzyme for full effect and enzyme alone for no effect
# BoNT-F LC inh – BoNT F light chain protease inhibition. Multiplex microsphere protease cleavage assay, flow cytometry. inhibition, % at 10 µM. hit rate 0.22% among 360,000. AID 588497; in the data active means inhibition above about 35%, passing the limit was not always enough; inconclusive means no clear call, values can overlap the other calls; further: plate controls were buffer without enzyme for full effect and enzyme alone for no effect
# GDH-TPI inh – counter-screen for M. tuberculosis FBA inhibitors: GDH-TPI coupled enzymes. GDH-TPI coupled enzyme counterscreen, NADH absorbance. inhibition, % at 4.8 µM. hit rate 1.2% among 360,000;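 further: 0% = DMSO wells and 100% = wells lacking the enzyme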
# Starred values were filed as active, the others as inactive; ? = inconclusive; . = not tested or not shown; & = joins results of further samples. Unless noted, no stated cut-off is given here; in the data, active means inhibition above about 30%; inactive means the rest. Random draw from the library; overall some 4.8% were active at least once.
SMILES,PrPC TRFRET,CCHFV vOTU inh,Mtb UGM inh,Mtb FBA inh,Mtb BioA inh,FadD28 binding,BoNT A protease,BoNT-F LC inh,GDH-TPI inh
COc1ccc(C(CC(=O)N2CCCC2)c2c(O)cc(OC)cc2OC)cc1 (stereo not drawn),0,3,2.4,-2,0.7,-3.0,-0.6,2,11
CN(C)c1ccc(C=c2c3cc(O)ccc3n3c2cc(-c2ccccc2)[n+]3C)cc1,-33,47*,.,-5,.,0.8,5.5,-135,23
Cc1ccc(S(=O)(=O)N2CC[C@@H]2C(=O)O)cc1,-5,-10,-2.6,3,-0.6,-1.9,-0.3,1,-1
CCN(C[C@H]1N[C@@](CC)(C(=O)OC)[C@H]2C(=O)N(C)C(=O)[C@@H]12)S(=O)(=O)c1ccc(C)cc1,-2,-2,1.7,1,-0.3,-0.1,-0.9,-2,2
COc1ccccc1CNC(=O)COC(=O)C1CCN(S(=O)(=O)c2ccc(C)c(C)c2)CC1,6,9,1.9,6,-0.4,-0.4,2.6,10,-3
O=CN1CCN(C(=S)NC(=O)c2ccc(Cl)cc2)CC1,-1,3,.,0,-2.7,-0.8,-1.3,-1,4
CC(=O)N1CCc2cc(S(=O)(=O)NCCC(=O)N3CCN(Cc4ccccc4)CC3)ccc21,5,4,-0.4,2,1.4,-2.5,-3.3,-16,4
NC(N)=N/N=C/c1ccc2cccc(OCc3ccccc3)c2n1,5,-14,-0.4,4,.,-3.8,-0.9,-3,6
CCCCCCCCC(=O)NC(NC(=S)N1CCOCC1)C(Cl)(Cl)Cl (stereo not drawn),-8,36*,-1.2,-3,1.1,0.6,-0.5,-5,1
O=C(NNC(=O)C12CC3CC(CC(Cl)(C3)C1)C2)c1csc(N2CCOCC2)n1,2,11,-0.2,4,-4.1,-0.3,-2.5,-2,5
Cc1cc(C(=O)NCc2ccco2)cs1,2,-10,0.0,0,0.3,-3.3,-0.2,-4,0
O=C(CCn1cccn1)Nc1ccc(-c2ccno2)cc1,2,22,2.6,-3,3.1,-0.8,-1.6,-8,2
O=C(CN1CCN(C(=O)CNC(=O)c2ccc(N3CCCC3=O)cc2)CC1)Nc1ccccc1Cl,-3,16,0.7,4,1.1,-2.1,-7.2,-13,3
CCO[C@H]1OC(C(=O)NC2CC2)=C[C@@H](C2CCCCC2)[C@@H]1CCCO,6,-11,0.5,0,1.1&-1.4,2.0,0.1,1,3
CC1=C(C(=O)N(C)C)C(c2ccc(N3CCOCC3)cc2)NC(=O)N1 (stereo not drawn),3,3,-1.8,-3,-1.0,-1.9,0.6,-2,1
O=c1[nH]c(C2CCCN(S(=O)(=O)c3ccccc3Cl)C2)nc2c1nnn2Cc1ccc2c(c1)OCCO2 (stereo not drawn),-4,16,1.6,2,-2.7,-1.0,1.6,9,16
O=C(O)COc1ccc(NC(=O)c2ccc3c(c2)C(=O)N(Cc2ccccc2)C3=O)cc1,-3,10,1.0,0,0.7,-0.5,0.9,4,7
COc1ccccc1CN1CC(C(=O)NCCn2nc(C)cc2C)CCC1=O (stereo not drawn),3,-10,-1.0,2,-1.0,-0.5,3.3,9,4
O=C(CNC1CCCCC1)Nc1ccc([N+](=O)[O-])cc1C(=O)Nc1ccccc1F,-16,-3,2.0,-2,-0.9,-5.1,-0.2,-13,8
CC(/C=C/c1ccccc1)=N/NC(=O)CCC(=O)Nc1ccccc1C,3,3,2.1,0,.,-0.7,-0.9,0,9
Cc1ccc(Cn2c(=N)c(C(=O)NCc3ccco3)cc3c(=O)n4ccccc4nc32)cc1,-24,-13,-1.5,52*,2.4,-0.8,8.5,-24,12
CC1=C(C(=O)N(C(C)C)C(C)C)CC(CC(=O)NC2CCCCC2)C(=O)N1CCC1=CCCCC1 (stereo not drawn),0,6,.,0,-0.8,-3.8,0.5,-11,.
O=C(NC(=S)Nc1ccccc1N1CCCC1)c1ccc(-c2cccc([N+](=O)[O-])c2)o1,-17,16,0.0,-4,0.0,-4.2,?,0,30
O=C(CSc1nnc(CNC(=O)c2cccs2)o1)Nc1cccc(F)c1,11,-4,-1.1,0,1.7,-4.4,-1.1,2,3
Cc1ccc(SCC(=O)Nc2ccc(C(=O)Nc3ccc(O)cc3)cc2)cc1,-6,-6,-1.3,1,.,-2.3,-0.5,-4,9
Cc1ccc(Sc2cc(NCCCO)c([N+](=O)[O-])c3nonc23)cc1,-3,8,3.5,-4,-0.1,-0.9,-1.0,-6,5
COc1ccc(/C=N/NC(=O)c2cc(=O)[nH]c3ccccc23)cc1OC,1,7,0.6,2,.,-1.5,-0.1,-8,27
O=C(Nc1ccc(-c2cc3ccccc3oc2=O)c(Cl)c1)c1cccnc1,-10,-15,-3.7,4,-1.8,0.0,2.2,13,20
C=CC[C@H](CC(=O)OC(C)(C)C)C(=O)OC[C@H]1CCCN1C(=O)[C@H](CC=C)CC(=O)NCCO,6,1,4.8,0,-1.6,-0.9,-0.5,-7,10
CCN1CCN(CC(=O)N2N=CCC2c2ccccc2)CC1 (stereo not drawn),3,-1,1.1,-1,-3.6,-1.9,?,?,-3
CCOc1ccc(N2C(=O)CC(N3CC(C)OC(C)C3)C2=O)cc1 (stereo not drawn),-2,4,-1.1,-2,-1.7,1.2,-1.2,-5,9
COc1ccc(-c2ccc(SCC(=O)Nc3cc(C)on3)nn2)cc1OC,7,2,-3.4,0,6.4,-1.7,-4.2,-8,7
O=C1NC(c2cccc(Br)c2)=N/C1=C\c1ccco1,-4,7,0.7,-1,.,0.1,-0.4,-5,11
CCOc1ccccc1NC(=O)NC1CCCc2ccccc21 (stereo not drawn),3,1,1.0,7,0.6,0.2,-2.7,-6,-3
Brc1ccc(CNc2ccc3ncccc3c2)cc1,6,-6,1.4,11,-1.8,-1.1,-2.7,-4,-7
COc1ccccc1/C=N/NC(=O)CNC(=O)c1ccccc1,-8,-3,-6.2,1,.,0.7,-0.7,4,5
CCN1CCN(CCNC(=O)c2ccc(/C=C3/Sc4ccccc4N(Cc4cccc(Cl)c4)C3=O)cc2)CC1,-25,-8,-2.1,1,.,-6.6,0.0,1,-5
CCCCOC(=O)c1ccc(NC(=O)C(=O)NCc2ccco2)cc1,-5,8,0.0,1,.,-2.5,-0.3,1,15
COc1ccc(-c2csc(NC(=O)CN3C(=O)C4CC=CCC4C3=O)n2)cc1OC (stereo not drawn),-6,-3,1.6,-2,0.8,-1.4,0.7,2,5
COc1cc(Cc2cc(OC)c(O)c(OC)c2)cc(OC)c1O,5,-11,.,-2,.,-0.2,-0.2,1,0
O=C(NCc1ccc2c(c1)OCO2)C1CCC(CNS(=O)(=O)c2ccc(Cl)cc2)CC1 (stereo not drawn),-5,-20,1.2,1,.,-1.4,-0.8,0,16
O=C(Nc1cccc(F)c1)C1CCN(C(=O)c2ccc(Br)cc2)CC1,6,-2,0.1,1,31,1.6,-0.7,-1,-3
CC(C)N(c1ccccc1)c1ccc(NC(=O)CCl)cc1,6,-5,-0.8,0,1.5,-0.2,2.4,25,2
CCOC(=O)C1CCN(C(=O)c2ccc(OC3CCN(C(=O)CCOC)CC3)cc2)CC1,7,-6,-2.7,3,0.8,-0.6,-1.6,-6,-4
CCOc1ccc(NC(=O)CN(C)C(=O)c2c(-c3ccccc3)noc2C)cc1OCC,-7,0,-1.3,-3,-0.3,.,-0.6,-1,-3
Cc1oncc1C(=O)NC(C)C,9,1,-3.1,4,-0.5,0.3,0.6,8,5
COc1ccc(/C=C2/CC/C(=C\c3ccc(OC)c(OC)c3OC)C2=O)c(OC)c1OC,2,5,.,-2,-1.3,-2.4,14,-9,14
CCC(CC)c1nc(NCCC(=O)O)c2ccccc2n1,-2,5,1.9,1,2.5,-3.9,0.1,4,5
CC(=O)Nc1sc(N)nc1-c1ccccc1,-7,-6,3.2,1,3.2,-0.3,-0.8,-6,12
Cc1ccc(NC(=O)c2cc(N3C(=O)C4CC=CCC4C3=O)ccc2N2CCOCC2)cc1Cl (stereo not drawn),.,.,-0.2,2,-0.2,-0.5,0.4,2,8
CC(CNS(=O)(=O)c1cc(Cl)ccc1Cl)CN(C)C (stereo not drawn),0,-8,1.1,8,0.4,-1.2,-0.1,-2,-7
CCCc1nnc(NC(=O)c2cc3ccccc3oc2=O)s1,-4,-1,-1.5,-1,0.5,1.2,0.4,1,4
Cc1cc(CNC[C@H]2O[C@@H](n3ccc(=O)[nH]c3=O)[C@H](O)[C@@H]2O)no1,-3,-4,.,-2,-1.4,-1.6,-0.3,-2,.
CC(=O)c1cc(-c2ccccc2)n(CC(=O)N2CCN(C3CCCC3)CC2)c1C,-4,-1,-0.6,-3,-0.4,-0.6,0.3,-6,1
O=S(=O)(Nc1cccc(S(=O)(=O)N2CCCCCC2)c1)c1ccc(F)cc1F,7,9,-0.2,-3,.,-0.1,-0.3,0,0
C#CCOCC1CN(c2ccccc2)C(=O)O1 (stereo not drawn),-6,3,.,2,0.2,0.0,0.2,-9,14
CCN(Cc1ccccc1)C(=O)COc1cc(=O)n(CC)c2ccccc12,-6,-11,2.8,1,2.9,-4.3,-0.4,7,-12
O=c1[nH]cnc2c1N1CCC2CC1,-6,7,2.8,8,0.5,1.9,-1.4,-15,2
COc1ccccc1CNC(=O)COC(=O)Cc1ccc(F)cc1,4,10,3.4,1,.,-0.4,6.4,7,8
Cc1cc(C)nc(NNC(=O)NC2CCCCC2)n1,4,-4,-0.1,0,.,-2.4,-1.0,-1,0

# By substructure: the entries above containing a COOH group (3)
SMILES,PrPC TRFRET,CCHFV vOTU inh,Mtb UGM inh,Mtb FBA inh,Mtb BioA inh,FadD28 binding,BoNT A protease,BoNT-F LC inh,GDH-TPI inh
Cc1ccc(S(=O)(=O)N2CC[C@@H]2C(=O)O)cc1,-5,-10,-2.6,3,-0.6,-1.9,-0.3,1,-1
O=C(O)COc1ccc(NC(=O)c2ccc3c(c2)C(=O)N(Cc2ccccc2)C3=O)cc1,-3,10,1.0,0,0.7,-0.5,0.9,4,7
CCC(CC)c1nc(NCCC(=O)O)c2ccccc2n1,-2,5,1.9,1,2.5,-3.9,0.1,4,5

# Record cards (already shown). Values in the order: PrPC TRFRET, CCHFV vOTU inh, Mtb UGM inh, Mtb FBA inh, Mtb BioA inh, FadD28 binding, BoNT A protease, BoNT-F LC inh, GDH-TPI inh
# O=c1[nH]cnc2c1N1CCC2CC1 in the list: -6, 7, 2.8, 8, 0.5, 1.9, -1.4, -15, 2
# COc1ccccc1CNC(=O)COC(=O)Cc1ccc(F)cc1 in the list: 4, 10, 3.4, 1, ., -0.4, 6.4, 7, 8

# Next results.
SMILES,PrPC TRFRET,CCHFV vOTU inh,Mtb UGM inh,Mtb FBA inh,Mtb BioA inh,FadD28 binding,BoNT A protease,BoNT-F LC inh,GDH-TPI inh
CC1CN(C(=S)SCCN2Cc3ccccc3C2=O)CC(C)O1 (stereo not drawn),7,-9,-0.7,2,.,-0.8,0.0,-1,-2
CC(C)Cc1nnc(NC(=O)CCC(=O)NC2CCCCCC2)s1,3,9,0.3,4,-1.8,-1.4,0.8,3,9
CN(C)c1ccccc1-c1cc(NC=O)c2ncc(-c3cccc(C(F)(F)F)c3)n2c1,-25,13,.,3,-5.8,-1.2,0.4,-1,12
CCOC(=O)c1sc(NC(=S)NC(=O)c2cccc(OC)c2)nc1C,15,-10,0.4,2,-0.6,1.9,-1.7,-7,6
CCOC(=O)Cn1c(C)nc2c(C(=O)OCC)sc(C)c2c1=O,12,1,-1.1,3,-1.0,-2.1,0.8,14,22
CCOC(=O)C[C@H]1c2cc(F)ccc2S(=O)(=O)N1c1cccc(OC)c1,7,8,-1.2,3,-0.7,-2.5,0.9,12,0
O=C(c1ccc(CS(=O)Cc2ccc(Cl)cc2)o1)N1CCN(c2ccccn2)CC1 (stereo not drawn),10,14,-2.0,-1,2.3,-0.5,1.4,2,4
COC(=O)CNC(=O)C1CCCN1C(=O)CNC(=O)OC(C)(C)C (stereo not drawn),-2,3,1.4,0,-0.4,-4.7,0.0,-6,-7
CC(C)CC(=O)CN1C(=O)C2(OCCO2)c2ccccc21,-2,-2,-2.5,3,-1.3,-1.4,-1.6,-1,3
CCC(=O)Nc1nc2ccccc2n1Cc1ccccc1,5,-10,-1.8,4,1.1,-1.1,-0.4,-5,0
CCc1ccc(CCC(=O)Nc2sc3c(c2C#N)CCCC3)o1,8,0,2.1,2,.,-1.2,-1.0,-3,-4

# High-throughput results from PubChem BioAssay.
